RMI-FANCM inh = inhibitors of human RMI core complex binding to FANCM MM2. Fluorescence polarization, RMI core complex with F-MM2 peptide; hits give low values. FP signal (polarization) at 33 µM. 70,000 compounds, 0.58% hits. AID 1159607; in the data active means FP signal below about 40; further: inactives centre near 61; strong numbers were not always called active; unit not given here
Starred values were filed as active, the others as inactive; & = joins results of further samples. Not all compounds are listed; count on the stated rates, not on these rows.

SMILES | RMI-FANCM inh
Cc1c(C(=O)NCc2ccc3c(c2)cc(C)n3C)cccc1[N+](=O)[O-] | 60
COc1cc(OC)cc(C(=O)NCc2n[nH]c(=S)n2-c2cccc(C)c2)c1 | 62
CCOc1cc(C)c(C(C)C)cc1S(=O)(=O)n1c([N+](=O)[O-])cnc1C | 62
CCOc1ccc(CC(=O)Nc2c(C)nc3scc(C)n3c2=O)cc1 | 60
NC(=O)C1Cc2ccccc2N1C(=O)Nc1cccs1 (stereo not drawn) | 28*
C/C(=N/NC(=S)NCCc1ccccc1)c1ccco1 | 64
CCc1ccc2ncc(C#N)c(Nc3ccc(C)c(Cl)c3)c2c1 | 66
CC(CCc1ccccc1)NC(=O)Cc1cc(=O)[nH]c(SCc2ccc(F)cc2)n1 (stereo not drawn) | 63
Cn1nccc1C(=O)Nc1nnc(-c2ccno2)o1 | 68
COc1cccc2c(=O)n(CC(=O)NCc3ccc(F)cc3)ccc12 | 61
CCCn1c(=O)c2cc(F)ccc2n2c(SCC(=O)Nc3ccc(Cl)cc3)nnc12 | 67
Cc1cc(C)cc(OCCNC(=O)C2CC2)c1 | 62
CC(C)(C)CC(C)(C)c1ccc(OCCOCC[N+](C)(C)Cc2ccccc2)cc1 | 52&51
O=S(=O)(NCC(c1ccsc1)N1CCc2ccccc2C1)c1ccc2c(c1)OCCO2 (stereo not drawn) | 66
NC(=O)C1CCN(c2c(Cl)cncc2Cl)CC1 | 56
COc1ccc(S(=O)(=O)Nc2ccc3c(c2)N(C(=O)C(C)(C)C)CC3)c(C)c1 | 71
CC(C)(C)c1ccc(NC(=O)NCC(O)COc2ccc([N+](=O)[O-])cc2)cc1 (stereo not drawn) | 61
Cc1cc(=O)n2c(-c3ccc(NS(=O)(=O)Cc4ccccc4)cc3)csc2n1 | 65
COC(=O)c1ccc(S(=O)(=O)NNC(=O)COc2ccc(OC(F)(F)F)cc2)n1C | 58
CC(=O)NCc1c(Cl)cccc1Sc1ccc(Cl)cc1 | 57
FC(F)(F)c1cccc(N2CCN(c3ncnc4sccc34)CC2)c1 | 84
COc1ccc(C(C)=O)cc1CSCc1cc(C(C)=O)ccc1OC | 58
CCn1nc(C)cc1C(=O)N(Cc1ccccc1)c1nc2cc(OC)ccc2s1 | 66
N#Cc1nc(=O)n(-c2ccc(OC(F)(F)F)cc2)c(N)c1N=Cc1ccc(C(F)(F)F)cc1 | 59
COc1cc(C(=O)N/N=c2\oc3ccccc3cc2C(N)=O)cc(OC)c1OC | 67
(cont.)
SMILES | RMI-FANCM inh
CC(=O)c1sc(N)nc1C | 64
COc1ccc(N2CCN(C(=S)Nc3ccc(C(C)=O)cc3)CC2)cc1 | 62
O=C(CCn1nc(-c2ccccc2)cc1-c1ccccc1)N/N=C\c1ccco1 | 64
Cc1cc(C(=O)Nc2ccc(N3CCOCC3)c(Cl)c2)c(C)o1 | 54
CCN(CC)CCOC(=O)c1ccc(N/C=C(\C#N)c2nc(-c3cc4ccccc4oc3=O)cs2)cc1 | 153
CN1CCc2cc(C(CNC(=O)C(=O)NCc3cccs3)N(C)C)ccc21 (stereo not drawn) | 106
Cc1csc(NC(=O)CCCn2nc(-c3ccco3)ccc2=O)n1 | 68
O=C(Cl)c1ccc(S(=O)(=O)N2CCCC2)cc1 | 57
CNc1nnc(Sc2ncccc2[N+](=O)[O-])s1 | 55
COc1ccc(CCNC(=O)c2nnn(-c3ccccc3)c2CSc2nc(C)cc(C)n2)cc1OC | 66
Cc1cc(NS(=O)(=O)c2ccc(NC(=O)c3cc4c(ccc5ccccc54)oc3=O)cc2)no1 | 46
O=C(NCc1ccccc1)C(=O)Nc1cccc(C(F)(F)F)c1 | 56
O=C(Cn1cccc(-c2nc(-c3ccc(Cl)cc3)no2)c1=O)Nc1ccc2c(c1)OCO2 | 183
CSc1ccc(C(=O)Nc2cccc3c2C(=O)NC3=O)cc1 | 84
CN(C)S(=O)(=O)N1CCN(C(=O)c2ccc3c(c2)OCO3)CC1 | 62
N#Cc1c(NC(=O)c2cccc(-n3cnnn3)c2)sc2c1CCCC2 | 65
COc1cc(NC(=O)c2ccccc2C(F)(F)F)ccc1N1CCCCC1=O | 56
CNC(=O)C1Cc2ccccc2N1 (stereo not drawn) | 66
CN1C(=O)C(C)(C)COc2ccc(N)cc21 | 70
Cc1csc2nc(O)c(C(=O)NCc3ccncc3)c(=O)n12 | 54
Cc1nn(-c2ccccc2)c2sc(C(=O)N3CCCc4ccccc43)cc12 | 61
CSc1cccc(NC(=O)Cn2nc3ccc(SC(C)(C)C)nn3c2=O)c1 | 66
COC(=O)CS(=O)(=O)CS(=O)(=O)CC(=O)OC | 59
O=C(Cn1c2c(c(=O)n3ncnc13)CCC2)N/N=C/c1ccc(Cl)cc1 | 55
NC(=O)CSc1nc(-c2ccccc2)c(-c2ccccc2)o1 | 66
(next part)
SMILES | RMI-FANCM inh
Cc1cc2nc(-c3ccccn3)cc(C(F)(F)F)n2n1 | 57
O=C(Cn1cnc2c(sc3ccccc32)c1=O)NCc1ccccc1Cl | 130
Cc1ccccc1C1CC(c2ccc(Cl)cc2)Nc2ncnn21 (stereo not drawn) | 60
O=[N+]([O-])c1ccc2nc(SCc3cn4cccnc4n3)[nH]c2c1 | 65
COc1ccc(-c2csc(/C(C#N)=C\Nc3ccc(NC(C)=O)cc3)n2)cc1OC | 59
CC(=O)Nc1cccc(NC(=O)CSc2nc(CC(=O)NCc3ccco3)cs2)c1 | 66
Cc1ccc(C)c(NC(=O)C(=O)NCC(c2ccc3c(c2)CCN3C)N2CCOCC2)c1 (stereo not drawn) | 55
CSc1sc(C(=O)OC(C)C)c2c1C(=O)CC(C)(C)C2 | 58
O=C(Nc1c(C(=O)Nc2ccc(F)cc2)oc2ccccc12)c1ccccc1C(F)(F)F | 65
Cc1cccc(NC(=O)NC(C)C(c2cccs2)N2CCN(c3ccccc3)CC2)c1 (stereo not drawn) | 60
O=C1c2ccccc2C(=O)N1Cc1nn2c(-c3ccc(Cl)cc3)nnc2s1 | 59
CCOC(=O)CC(NC(=O)c1cc2cc(Br)cc(OC)c2oc1=O)c1cccc([N+](=O)[O-])c1 (stereo not drawn) | 65
CCC(SC1=NCCS1)C(=O)Nc1nnc(-c2cccc([N+](=O)[O-])c2)s1 (stereo not drawn) | 57
CN1CCN(C(CNS(=O)(=O)c2ccc(-c3ccccc3)cc2)c2ccc3c(c2)OCO3)CC1 (stereo not drawn) | 78&84
COC(=O)c1ccc(NC(=O)Cc2csc(NC(=O)c3ccc(Cl)cc3)n2)cc1 | 99
COC(=O)c1sc2ncccc2c1O | 55
O=C(NC(=O)C(F)(F)F)Nc1ccccc1OC(F)F | 57
Cc1cccc(OCC(=O)N(Cc2cccs2)C2CCS(=O)(=O)C2)c1 (stereo not drawn) | 59
CC(=O)Nc1ccc(C(=O)NCCNC(=O)c2cccc(C(F)(F)F)c2)cc1 | 69
O=C(O)C1CC=CCC1c1ccc(Cl)cc1Cl (stereo not drawn) | 57
O=C(NCC1CCN(C2CCCC2)CC1)c1cccs1 | 75
O=C(Nc1cccc(-c2ccc3nnc(-c4cccs4)n3n2)c1)C1CCCC1 | 66
COc1cc(OC)cc(-c2nnc(NC(=O)c3ccno3)o2)c1 | 56
Cc1nc(SCc2ccc(C(F)(F)F)cc2)c2c(=O)n(C)c(=O)n(C)c2n1 | 64
O=C(NCCc1ccccc1)C(=O)NCC1CCN(Cc2ccccc2)CC1 | 72
Continuation.
SMILES | RMI-FANCM inh
COCCN1CCC(CNC(=O)c2ccc(Cl)c(Cl)c2)CC1 | 78
O=C(Nc1cccc(-c2cn3ccsc3n2)c1)c1ccc2ccccc2c1 | 78
N/C(=N/NC(=O)c1cccc(C(F)(F)F)c1)c1cnccn1 | 55
CSc1ccccc1C(=O)Nc1cc(C)nn1-c1nc2c(cnn2-c2ccc(C)c(C)c2)c(=O)[nH]1 | 66
CCn1ccc(C(=O)Nc2nc3c(Cl)ccc(Cl)c3s2)n1 | 80
CC(=O)c1cccc(NC(=O)Cc2cc(=O)oc3cc(C)ccc23)c1 | 65
COc1ccc(N2CC(C(=O)NCc3cc(-c4cccs4)on3)CC2=O)cc1 (stereo not drawn) | 53
COc1cccc2c(=O)[nH]ccc12 | 67
COc1ccccc1-n1ncc2c(C(C)C)nnc(SCc3cccnc3)c21 | 63
CCOC(=O)c1cnn(C)c1NC(=O)c1ccc(Cl)cc1Cl | 52
O=C(CSCC(=O)N1CCOCC1)Nc1nc(-c2ccccc2)c(-c2ccccc2)s1 | 60
O=C1CCCC2=C1C(c1cccnc1)C1=C(CCCC1=O)O2 | 59
N#Cc1ccsc1NS(=O)(=O)c1ccc(OC(F)(F)F)cc1 | 64
Cc1cc(=O)[nH]c(-n2nc(C)c(CCC(=O)Nc3ccc(Cl)cc3)c2C)n1 | 67
O=C(CSc1nc2c(cnn2-c2cccc(Cl)c2)c(=O)[nH]1)NCC1CCCO1 (stereo not drawn) | 66
Cc1ccc(NC(=O)Cn2cnc3c(sc4cccc(F)c43)c2=O)c(Cl)c1 | 136
COc1ccc(OC)c(S(=O)(=O)Nc2cccc(-c3ccc4nncn4n3)c2)c1 | 56
C=CCn1c(SCSc2nc3sc4c(c3c(=O)n2CC=C)CCCC4)nc2sc3c(c2c1=O)CCCC3 | 64
Cc1cc(CNC(=O)Nc2csc3ccccc23)no1 | 53
O=S(=O)(NCc1nnnn1-c1ccc(F)cc1)c1ccccc1C(F)(F)F | 55
Nc1nnc(SCC(=O)O)s1 | 54
Cc1ccc(CN2C(=O)C=CC2=O)cc1 | 99
COc1ccc(NC(=O)NCCOc2ccccc2)c(OC)c1 | 59
Cc1oc2c(c1C(=O)NCCCn1ccnc1)C(=O)c1ccccc1C2=O | 64
CCOC(=O)c1c(NC(=O)c2ccno2)sc2c1CCCC2 | 58

Not a retest: an excerpt of the list.
SMILES | RMI-FANCM inh
COC(=O)c1sc2ncccc2c1O | 55
O=C(NC(=O)C(F)(F)F)Nc1ccccc1OC(F)F | 57

New compounds follow.
SMILES | RMI-FANCM inh
NS(=O)(=O)c1ccc(NC(=O)CSCC(=O)O)cc1 | 54&47
Cc1ccc2nc(-c3ccc(NC(=O)C(=O)c4c(C)[nH]c5ccccc45)cc3)sc2c1 | 49
Cn1c(NNC(=O)C(c2ccccc2)c2ccccc2)cc(=O)n(C)c1=O | 56
N#Cc1ccsc1NC(=O)COc1ccc(Cl)cc1 | 126
CSc1ccc(-c2nc(-c3ccc(Br)cc3)c(-c3ccccc3Br)[nH]2)cc1 | 84
NC[C@H]1O[C@H](O[C@H]2[C@H](O)[C@@H](O[C@H]3O[C@H](CO)[C@@H](O)[C@H](N)[C@H]3O)[C@H](N)C[C@@H]2N)[C@H](N)C[C@@H]1O | 66&62
CN(C)S(=O)(=O)N1CCC2(CC1)CC(=O)c1ccccc1O2 | 54
O=C(NCCOc1ccc2nnc(-c3cccc(F)c3)n2n1)Nc1ccc(Cl)cc1 | 67
Cc1nn(CC(=O)N/N=C\c2ccccc2Cl)c(C)c1Br | 64
Cc1ccc(-c2nnn3c2nc(NCCc2c[nH]c4ccccc24)c2ccccc23)cc1 | 55
C/C(=N/NC(=O)c1cc(-c2ccc(C)s2)[nH]n1)c1ccc(F)cc1 | 57
CCCCCCCC/C=C\CCCCCCCC(=O)NCCO | 57
O=S(=O)(c1ccc(Cl)s1)N1CCN(c2ccc(-c3ccco3)nn2)CC1 | 68
CC(=O)Nc1ccc(S(=O)(=O)NCC2CCN(Cc3ccco3)CC2)cc1 | 71
O=C(NCSc1ccncn1)c1ccccc1 | 64
O=C(Nc1nnc(CCSc2ccccc2)o1)c1ccc(Cl)cc1 | 50
COc1ccc(-c2cc3c(SCC(=O)NCCc4ccccc4)nccn3n2)cc1 | 70
CC1CN(c2ncnc3c2cnn3CCNC(=O)c2ccc(S(=O)(=O)N(C)C)cc2)CC(C)O1 (stereo not drawn) | 65
N#Cc1c(SCC(=O)c2ccc(F)c(F)c2)nc2c(c1-c1cccs1)CCCC2 | 88
NC(=O)N/N=C1/CCOc2ccc3ccccc3c21 | 62
O=C(Cc1ccc(Cl)cc1)N1CCc2cc(S(=O)(=O)N3CCOCC3)ccc21 | 65
O=C(Cc1ccccc1)Nc1ccc(-c2ccc3nnc(-c4ccccn4)n3n2)cc1 | 55
CCc1cc2c(cc1C(=O)CCN1CCCC1)C(C)(C)CCC2(C)C | 84
O=[N+]([O-])c1cccc2c(Br)[nH]nc12 | 59
O=C(CN1CCCC1)Nc1cc(C(F)(F)F)cc(C(F)(F)F)c1 | 63
C[n+]1sc(Nc2ccccc2)nc1-c1ccccc1 | 65
CCOC(=O)c1sc2nc(NC(=O)Cc3ccccc3)sc2c1C | 78
CCn1c(=NC(=O)c2ccc3ncsc3c2)sc2cccc(F)c21 | 70
CSc1ccc(NC(=O)C(C)(C)C)nn1 | 64
Cc1cc(C)n(Cc2c(Cl)cccc2Cl)n1 | 48

Filtered by structure, the compounds so far with an aryl methoxy group
SMILES | RMI-FANCM inh
COc1cc(OC)cc(C(=O)NCc2n[nH]c(=S)n2-c2cccc(C)c2)c1 | 62
COc1cccc2c(=O)n(CC(=O)NCc3ccc(F)cc3)ccc12 | 61
COc1ccc(S(=O)(=O)Nc2ccc3c(c2)N(C(=O)C(C)(C)C)CC3)c(C)c1 | 71
COc1ccc(C(C)=O)cc1CSCc1cc(C(C)=O)ccc1OC | 58
CCn1nc(C)cc1C(=O)N(Cc1ccccc1)c1nc2cc(OC)ccc2s1 | 66
COc1cc(C(=O)N/N=c2\oc3ccccc3cc2C(N)=O)cc(OC)c1OC | 67
COc1ccc(N2CCN(C(=S)Nc3ccc(C(C)=O)cc3)CC2)cc1 | 62
COc1ccc(CCNC(=O)c2nnn(-c3ccccc3)c2CSc2nc(C)cc(C)n2)cc1OC | 66
COc1cc(NC(=O)c2ccccc2C(F)(F)F)ccc1N1CCCCC1=O | 56
COc1ccc(-c2csc(/C(C#N)=C\Nc3ccc(NC(C)=O)cc3)n2)cc1OC | 59
CCOC(=O)CC(NC(=O)c1cc2cc(Br)cc(OC)c2oc1=O)c1cccc([N+](=O)[O-])c1 (stereo not drawn) | 65
COc1cc(OC)cc(-c2nnc(NC(=O)c3ccno3)o2)c1 | 56
COc1ccc(N2CC(C(=O)NCc3cc(-c4cccs4)on3)CC2=O)cc1 (stereo not drawn) | 53
COc1cccc2c(=O)[nH]ccc12 | 67
COc1ccccc1-n1ncc2c(C(C)C)nnc(SCc3cccnc3)c21 | 63
COc1ccc(OC)c(S(=O)(=O)Nc2cccc(-c3ccc4nncn4n3)c2)c1 | 56
COc1ccc(NC(=O)NCCOc2ccccc2)c(OC)c1 | 59
COc1ccc(-c2cc3c(SCC(=O)NCCc4ccccc4)nccn3n2)cc1 | 70
